NR2E3 ag-1 – NR2E3 (human) agonism. AID 2300. inhibition of corepressor binding, % at 4.78 µM. hit rate 0.12% among 320,000. GST-NR2E3/biotin-RetCOR TR-FRET, 1536-well;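 active means percent inhibition above the cutoff of mean plus 3 SD of all tested compounds, set per screening campaign, cut at about 20% in these data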;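 further: 0% = DMSO wells and 100% = biotin wells as full block of FRET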
Target sequence (Q9Y5X4 whole entry, looked up): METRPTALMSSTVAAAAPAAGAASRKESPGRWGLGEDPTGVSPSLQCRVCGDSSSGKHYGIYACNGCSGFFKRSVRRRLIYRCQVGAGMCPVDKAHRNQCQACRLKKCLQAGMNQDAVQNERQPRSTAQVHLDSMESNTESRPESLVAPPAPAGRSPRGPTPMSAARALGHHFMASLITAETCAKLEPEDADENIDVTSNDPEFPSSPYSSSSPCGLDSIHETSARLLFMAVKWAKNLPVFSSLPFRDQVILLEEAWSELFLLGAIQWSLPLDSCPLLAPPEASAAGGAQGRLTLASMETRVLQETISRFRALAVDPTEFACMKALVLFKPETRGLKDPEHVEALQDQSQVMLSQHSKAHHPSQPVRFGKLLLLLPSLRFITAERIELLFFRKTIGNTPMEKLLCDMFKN
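Material: NR2E3–RetCOR corepressor complex / Amount: 1.35 nM GST-NR2E3 / Medium: Tris pH 7.5 / Compound: single nominal compound dose of 4.8 µM / Incubation: 5 h at 4 °C / Technique: TR-FRET, Eu(K)-anti-GST donor, streptavidin-D2 acceptor, ex 340, em 617/671 nm / Read-out basis: percent loss of FRET ratio relative to control wells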
aDG glyco act – increases alpha dystroglycan glycosylation; Pro5-aDG cells, alpha-DG glycosylation AlphaScreen (IIH6); 0% Pro5, 100% B10-LARGE cell signal; activation, % at 10 µM; hit rate 0.22% among 360,000; AID 624168;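 active means activation of at least 8% versus controls, or a plate z-score of at least 8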;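 further: Pro5 are CHO cells carrying HIG-tagged alpha-DG that lacks glycosylation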
Vif inh – blocks HIV Vif function | hit rate 0.35% among 340,000 | inhibition, % at 7.49 µM | HEK293T cells, Vif self-association by quenched fluorescence, imaging, 24 h; in the data active means inhibition above about 50%, passing the limit was not always enough; inconclusive means no clear call, values can overlap the other calls; inactive means below about 31%; further: some results filed as inactive read as strong as hits
hiPSC survival – enhancers of human iPSC single-cell survival. hit rate 0.044% among 360,000. hiPSC single-cell survival, ATPlite luminescence; 100% = ROCK inhibitor wells, 0% = DMSO. survival enhancement, % at 20 µM; in the data active means survival enhancement above about 18%;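 further: cells exposed to compounds for 16 hours before the ATP read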
CaV13 FRET inh – Primary screen for inhibitors of IQ motif and Ca2+-dependent inactivation inhibitor domain binding in CACNA1D, Förster resonance energy transfer in living cells, …; hit rate 0.098% among 340,000; HEK cells, CFP/YFP FRET ICDI-IQ, plate reader, 10 min; percent FRET-ratio fall versus neutral wells; inhibition, % at 12.3 µM;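 active means mean replicate inhibition of at least 30% and at least 1% of replicates passing that level; inconclusive means only one of the two criteria is met; inactive means neither criterion is met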;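 further: 0% = median of the neutral control wells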
NR2E3 ag-2 – activates human NR2E3 receptor. CHO-S Gal4-NCOR/VP16-NR2E3 two-hybrid, luciferase. inhibition of corepressor binding, % at 3.98 µM. hit rate 0.35% among 360,000. AID 602229;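 active means inhibition above the mean of all tested compounds plus 3 SD, cut at about 70% in these data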;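 further: 0% = DMSO with NR2E3 transfected cells and 100% = cells lacking NR2E3 construct; higher means lower luciferase signal from less NR2E3 corepressor binding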
HIF-2a block – inhibitors of HIF-2a; 786-0 RCC cells HIF-2a reporter, luciferase luminescence, overnight; inhibition, % at 18.8 µM; hit rate 0.72% among 360,000;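 active means inhibition of the luminescence signal of 40% or more relative to plate controls, in a single-dose primary screen at 18.75 µM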
Peg3 prom inh – Peg3 promoter activity inhibition. HeLa PEG-Prom luciferase reporter, luminescence, overnight. inhibition, % at 20 µM. hit rate 1.7% among 360,000;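 active means inhibition of at least 50% at 20 µM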
PDI turbidity – inhibitors of human protein disulfide isomerase; P07237; PDI insulin aggregation turbidity, A650, 90 min; inhibition, % at 10 µM; hit rate 0.052% among 350,000; AID 588391;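 active means mean inhibition across replicates of 30% or more, whatever share of single replicates reach that level; inconclusive means mean inhibition below 30% while every single replicate reaches 30%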;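 further: absorbance from insulin aggregation driven by PDI reduction with DTT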
Target sequence (P07237 whole entry, looked up): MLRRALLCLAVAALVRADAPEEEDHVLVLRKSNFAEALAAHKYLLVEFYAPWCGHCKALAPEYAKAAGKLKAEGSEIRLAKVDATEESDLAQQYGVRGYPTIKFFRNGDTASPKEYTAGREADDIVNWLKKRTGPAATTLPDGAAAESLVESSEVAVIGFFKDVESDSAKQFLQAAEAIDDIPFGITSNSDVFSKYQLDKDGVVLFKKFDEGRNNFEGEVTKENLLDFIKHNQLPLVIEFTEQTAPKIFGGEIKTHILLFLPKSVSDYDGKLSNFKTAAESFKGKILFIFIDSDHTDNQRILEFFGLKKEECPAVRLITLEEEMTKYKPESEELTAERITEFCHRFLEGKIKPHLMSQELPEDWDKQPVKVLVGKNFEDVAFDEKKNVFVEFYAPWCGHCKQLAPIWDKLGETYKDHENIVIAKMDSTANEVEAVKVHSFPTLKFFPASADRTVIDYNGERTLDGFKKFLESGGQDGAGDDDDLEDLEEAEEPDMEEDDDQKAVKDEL
TRPM1 prom inh – inhibitors of MITF-driven TRPM1 promoter in melanoma cells. SK-MEL-5 TRPM1 promoter luciferase, 24 h. inhibition, % at 12.5 µM. hit rate 0.83% among 330,000;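 active means mean inhibition across replicates of 60% or more, whatever share of single replicates reaches that level; inconclusive means some that reach 60%, reason not given; inactive means mean inhibition across replicates below 60%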; further: values of inactives mirror those of a sister screen read the other way
Exocytosis inh – blocks lytic granule exocytosis. inhibition, % at 10 µM. hit rate 0.66% among 360,000. TALL-104 LAMP-1 surface exposure, flow cytometry; cells stimulated with thapsigargin and PMA. AID 651702;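 active means inhibition above about 55%, limit read from the data; inconclusive means no clear call, values can overlap the other calls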
Starred values were filed as active, the others as inactive; ? = inconclusive; / = not tested or not shown.

SMILES	NR2E3 ag-1	aDG glyco act	Vif inh	hiPSC survival	CaV13 FRET inh	NR2E3 ag-2	HIF-2a block	Peg3 prom inh	PDI turbidity	TRPM1 prom inh	Exocytosis inh
O=C(O)CCCN1C(=O)C2C3CC(C2C1=O)C1C(c2ccccc2)c2sc(=O)[nH]c2SC31 (stereo not given)	2	-0.3	3	1.9	-4	-15	2	-6	10	10	-5
O=c1[nH]c(=S)n(-c2cccc(C(F)(F)F)c2)c(O)c1C=NCCN1CCNCC1	/	0.0	9	0.1	-17	17	4	1	15	2	-5
Cc1c(OCC(=O)N[C@@H](Cc2ccccc2)C(=O)O)ccc2c1oc(=O)c1ccccc12	4	-0.1	-5	3.2	/	-2	-8	-19	/	3	6
O=C(O)CCSCC(=O)c1ccc2c(c1)OCCO2	1	0.0	-2	-2.2	/	9	57*	-24	4	14	4
Cc1ccc(NC(=O)CSc2nnc(Cc3cccn3C)n2-c2ccc(F)cc2)c(C)c1	1	-0.1	-2	-0.3	-11	12	-2	5	/	4	0
COc1cc(COCC(O)CN2CCN(Cc3ccccc3)CC2)cc(OC)c1OC (stereo not given)	0	-0.2	1	-0.3	-5	-15	15	16	-7	7	-4
CS(=O)(=O)N(CC(=O)NCc1ccccc1Cl)C1CCCCC1	-3	0.0	6	1.9	-6	-27	2	4	-5	-3	4
Oc1ccccc1-c1ccn[nH]1	/	0.3	-4	2.4	-10	-41	-8	-37	13	-13	-7
CCc1ccc(NC(=O)CSc2nnc(-c3ccccn3)n2C)cc1	3	-0.2	/	-2.5	-7	-24	1	-2	-1	-4	-3
O=C(CCc1ccccc1)Nc1nnc(-c2cccs2)o1	0	0.5	5	-1.1	-6	-8	-13	-41	4	-17	-2
CC(C)c1ccccc1NC(=O)COC(=O)CNC(=O)c1ccc(Br)cc1	1	0.1	5	2.6	-3	-4	10	10	-1	12	-4
Cc1nnc(NC(=O)CSc2nc3c(c(=O)n2C)SC(C)C3)s1 (stereo not given)	5	0.0	13	-1.4	-9	-11	3	16	/	/	-1
O=C(c1cccc(C(F)(F)F)c1)N1CCN(C2CCCCC2)CC1	7	-0.1	1	4.4	-8	-15	-3	12	14	0	-2
COc1cccc(/C=C2\Sc3ccc(C(=O)NCc4cccnc4)cc3N(C)C2=O)c1	2	0.5	2	-0.5	-5	-20	33	19	0	2	8
COc1ccc(/C=C/C(=O)NCCCN2CCCCCC2)cc1	0	-0.2	-4	-0.6	-23	-31	10	-7	-1	3	16
COc1cccc(/C=N/NC(=O)c2cccc([N+](=O)[O-])c2)c1OS(=O)(=O)c1ccccc1	-1	0.1	-19	16	-5	-25	7	25	-1	11	2
c1ccc(-n2nnnc2CN2CCOCC2)cc1	1	-0.3	-4	0.5	0	7	11	-7	6	5	-1
COc1ccccc1C(=O)N/C(=C\c1cn(S(=O)(=O)N(C)C)c2ccccc12)C(=O)NCCN1CCOCC1	-3	-0.4	-5	-0.1	/	-29	2	5	10	10	-2
CCOc1ccc(N2C(=O)CC(N(O)c3ccccc3)C2=O)cc1 (stereo not given)	4	0.2	0	4.1	-5	-63	-188	-102	4	-72	1
CC(=O)SC1CC(=O)N(c2c(C)cccc2C)C1=O (stereo not given)	-1	0.6	22	-0.2	-5	11	12	-14	2	-8	21
O=C(CC1NCCc2ccccc21)Nc1ccccc1Cl (stereo not given)	-3	0.3	0	-2.3	1	-21	-62	-59	-3	-18	10
CCOC(=O)C1(Cc2ccccc2)CCN(Cc2cccn2-c2cccnc2)CC1	2	0.0	-13	-0.7	0	-4	-24	-9	11	5	-4
CC(C)[C@H](NC(=O)C1CCN(S(=O)(=O)c2ccccc2)CC1)C(=O)NCc1ccc(F)cc1	-2	0.0	5	0.1	-14	13	0	4	-3	1	-10
CC1(C(=O)NS(=O)(=O)c2cccc(Cl)c2)CCN1C(=O)C1CC1 (stereo not given)	/	-0.1	-1	4.3	-5	11	11	0	2	/	-2
CCc1ccc(C2C(C#N)=C(N)SC(N)=C2C#N)cc1	17	1.4	3	-0.1	/	11	-40	14	0	0	1
COC1CCCN(C(=O)c2ccc(OC3CCN(CCc4ccccc4)CC3)cc2)C1 (stereo not given)	1	-0.1	1	-0.1	-3	1	13	0	-4	8	0
O=C(O)CCNC(=S)Nc1cccc(F)c1	1	0.0	8	-0.2	6	14	11	6	-5	-3	-6
CCCn1cc(CN2CCC(n3nccc3NC(=O)CCOc3ccccc3)CC2)c(C)n1	-3	0.2	3	0.5	-3	-17	3	-6	-4	0	2
COc1ccc(OCCSc2nnc(CC(=O)Nc3cccc(Cl)c3Cl)n2C)cc1	2	0.3	-4	-0.7	-8	-21	-25	-8	13	-18	1
CC(C)(C)CN1CCC(n2nccc2NC(=O)c2ccccc2Cl)CC1	-2	-0.1	0	0.0	-10	0	8	11	2	11	3
COCCNC(C(=O)Nc1cc(Cl)cc(Cl)c1)c1ccccc1 (stereo not given)	1	0.3	9	-1.4	-5	-10	6	15	6	2	-1
O=C(Cc1cccs1)NCc1cccc(C(F)(F)F)c1	1	0.0	-13	0.2	-5	-89	-177	-181	-1	-38	1
COc1ccc(CCNC(=O)C(NC(=O)OCc2ccccc2)C(C)C)cc1OC (stereo not given)	1	-0.1	-13	-0.5	-4	-9	9	4	-2	8	12
COC(=O)c1ccc(COC(=O)CNC(=O)c2ccc(-c3ccccc3)cc2)cc1	1	-0.2	4	-2.5	-17	-61	-172	-242	6	-75	-1
CC1(c2ccccc2)NC(=O)N(CC(=O)Nc2cc3c(cc2Br)OCCO3)C1=O (stereo not given)	4	-0.1	/	-0.5	-6	-7	14	-1	-3	-6	4
CC(C)(C)NC(=O)C(c1ccc(-c2ccccc2)cc1)N(C[C@H]1CC[C@@H]([C@@H]2CC[C@H](CO)O2)O1)C(=O)c1cccc(Cl)c1 (stereo not given in full)	/	0.1	/	1.4	-3	-30	-8	23	-8	-1	-2
COc1ccc(S(=O)(=O)N2CCSC2C)cc1C (stereo not given)	/	0.0	-3	-0.5	-6	-13	24	15	-4	0	-1
CC1CCc2nc3ccc(S(=O)(=O)N4CCC(C(=O)NCc5ccccc5Cl)CC4)cc3c(C(=O)O)c2C1 (stereo not given)	3	0.2	6	0.9	-3	-11	2	4	6	5	2
Cc1ccc(CONC(=O)c2cccc(C)c2)cc1	-1	0.3	3	0.3	-5	-116	-184	-171	6	-29	-1
O=C(O)C1CC=CCC1C(=O)NCc1ccccc1 (stereo not given)	2	0.3	-7	1.2	-8	-16	-10	16	0	-7	0

Rewritten with values under each structure: entries from further up.
Below each compound – NR2E3 ag-1 | aDG glyco act | Vif inh | hiPSC survival | CaV13 FRET inh | NR2E3 ag-2 | HIF-2a block | Peg3 prom inh | PDI turbidity | TRPM1 prom inh | Exocytosis inh
COc1ccc(OCCSc2nnc(CC(=O)Nc3cccc(Cl)c3Cl)n2C)cc1
→ 2 | 0.3 | -4 | -0.7 | -8 | -21 | -25 | -8 | 13 | -18 | 1
CC(C)(C)CN1CCC(n2nccc2NC(=O)c2ccccc2Cl)CC1
→ -2 | -0.1 | 0 | 0.0 | -10 | 0 | 8 | 11 | 2 | 11 | 3

Other entries.
SMILES	NR2E3 ag-1	aDG glyco act	Vif inh	hiPSC survival	CaV13 FRET inh	NR2E3 ag-2	HIF-2a block	Peg3 prom inh	PDI turbidity	TRPM1 prom inh	Exocytosis inh
CCN(CC)CCOC(=O)c1ccc(N/C=C(/C#N)c2nc(-c3ccc(OC)c(OC)c3)cs2)cc1	-14	0.5	6	-0.6	-6	-29	15	-6	0	-28	64*
CCOC(=O)c1c(-c2ccccc2)csc1NC(=O)C(C)NCc1ccco1 (stereo not given)	3	-0.1	-1	-1.9	-7	-18	25	25	-6	-3	4
CCOC(=O)c1ccc(N(C(=O)CNC(=O)c2ccco2)C(C(=O)NCC2CCCO2)c2ccc(OC)c(OC)c2)cc1 (stereo not given)	4	-0.1	2	0.5	-4	-13	5	3	10	-6	-8
CCOC(=O)C1CCN(CCC(=O)Nc2ccc(F)cc2)CC1	5	0.0	-1	1.1	-4	-20	9	3	10	-5	-2
CC(=O)N1CCN=C1SCc1ccc(C)cc1	2	0.1	6	6.9	-4	8	-26	-12	7	-11	-4
O=C(O)CNS(=O)(=O)c1c(Cl)cccc1Cl	-5	0.0	5	0.5	-6	-20	8	9	-7	14	6
Cc1ccc(NC(=O)CCc2nnc(SCC(=O)Nc3ccccc3C)n2C)cc1Cl	3	-0.2	-18	1.5	-10	10	8	-8	-6	6	0
CC(=O)c1cc(F)c(N2CCN(C(=O)COc3ccc(F)cc3)CC2)cc1C	0	0.7	-16	0.3	-1	20	24	17	-2	4	-4
O=C(COc1cccc2cccnc12)Nc1nccs1	0	-0.1	?	0.8	-4	-115	-206	-206	-1	-34	24
COc1cccc(-c2cc(C(=O)NN3CCOCC3)c3ccccc3n2)c1	-3	0.2	-3	-1.1	-10	-7	13	6	-2	-4	-5

Pulled one by one from the list above, 3 records:
SMILES	NR2E3 ag-1	aDG glyco act	Vif inh	hiPSC survival	CaV13 FRET inh	NR2E3 ag-2	HIF-2a block	Peg3 prom inh	PDI turbidity	TRPM1 prom inh	Exocytosis inh
CC(=O)c1cc(F)c(N2CCN(C(=O)COc3ccc(F)cc3)CC2)cc1C	0	0.7	-16	0.3	-1	20	24	17	-2	4	-4
CCOC(=O)C1CCN(CCC(=O)Nc2ccc(F)cc2)CC1	5	0.0	-1	1.1	-4	-20	9	3	10	-5	-2
O=C(O)CNS(=O)(=O)c1c(Cl)cccc1Cl	-5	0.0	5	0.5	-6	-20	8	9	-7	14	6

Arranged by the number under CaV13 FRET inh (highest first): 3 from the list above.
smiles,NR2E3 ag-1,aDG glyco act,Vif inh,CaV13 FRET inh,NR2E3 ag-2,HIF-2a block,Peg3 prom inh,PDI turbidity,TRPM1 prom inh,Exocytosis inh
CC(=O)N1CCN=C1SCc1ccc(C)cc1,2,0.1,6,-4,8,-26,-12,7,-11,-4
CCOC(=O)c1c(-c2ccccc2)csc1NC(=O)C(C)NCc1ccco1 (stereo not given),3,-0.1,-1,-7,-18,25,25,-6,-3,4
Cc1ccc(NC(=O)CCc2nnc(SCC(=O)Nc3ccccc3C)n2C)cc1Cl,3,-0.2,-18,-10,10,8,-8,-6,6,0

Rows are unselected; any-hit rate near 3.5%.
